# TRAIL sens C8 = caspase-8 TRAIL sensitization. NB7+C8 cells + TRAIL, ATPlite viability luminescence. inhibition (viability loss, TRAIL sensitization), % at 10 µM. 360,000 tested, 1% active. AID 624354;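 active = compounds causing at least 50% loss of cell viability in the single-dose screen, relative to plate controls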
# COUP-TFII inh = blocks human COUP-TFII nuclear receptor. HEK293T NGFI-A luciferase reporter, luminescence. P24468. inhibition, % at 8.6 µM. AID 686940. 370,000 tested, 0.7% active;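 active = inhibition above a per-plate cutoff, mean inhibition of test wells between control levels plus 3 SD, cut at about 38% in these data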;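 also: cells cotransfected with COUP-TFII expression vector driving the NGFI-A reporter; 0% = median of COUP-TF2 test wells and 100% = reporter-only cells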
# Target sequence (P24468 whole entry, looked up): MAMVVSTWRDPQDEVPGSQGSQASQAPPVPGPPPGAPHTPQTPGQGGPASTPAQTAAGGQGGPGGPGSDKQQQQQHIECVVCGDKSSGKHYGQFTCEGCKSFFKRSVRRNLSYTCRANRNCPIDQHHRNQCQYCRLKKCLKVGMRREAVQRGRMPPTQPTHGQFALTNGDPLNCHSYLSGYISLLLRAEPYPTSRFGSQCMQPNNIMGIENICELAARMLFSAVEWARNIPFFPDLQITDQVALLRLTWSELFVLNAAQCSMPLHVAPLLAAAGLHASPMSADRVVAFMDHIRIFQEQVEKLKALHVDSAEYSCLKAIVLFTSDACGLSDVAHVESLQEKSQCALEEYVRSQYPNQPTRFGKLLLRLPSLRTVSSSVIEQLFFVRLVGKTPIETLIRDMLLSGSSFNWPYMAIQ
# EBV LMP1 NFkB = reduces LMP1-driven NF-kappaB luciferase signal. LMP1-induced NF-kappaB luciferase reporter cells, luminescence. inhibition, % at 12.5 µM. 350,000 tested, 0.69% active; in the data active = inhibition above about 41%;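 also: 0% = neutral control wells and 100% = reference inhibitor control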
# CF NFkB block = cystic fibrosis NF-kB activation inhibition. KKLEB NF-kB-GFP reporter, PAF-induced, GFP fluorescence overnight. inhibition, % at 5 µM. 360,000 tested, 0.86% active;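 active = at least 50% inhibition at 5 µM, scaled per plate between neutral and stimulator controls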;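 also: PAF is a Pseudomonas aeruginosa culture filtrate used as stimulus; plate controls were PAF-stimulated DMSO wells for no effect and unstimulated DMSO wells for full effect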
# TWEAK Fn14 block = TWEAK-Fn14 signaling inhibition; inhibition, % at 10 µM; 360,000 tested, 2% active; AID 1159606; TWEAK-stimulated Fn14 reporter cells, luciferase luminescence, 8 h; in the data active = inhibition above about 50%
# SRC1 inh = human NCOA1 inhibition; Q15788; HEK293 GAL4-SRC1 luciferase reporter, luminescence; inhibition, % at 3.6 µM; 360,000 tested, 0.12% active; AID 588354;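 active = inhibition above the campaign mean plus 3 SD, with each screening campaign given its own cutoff, cut at about 60% in these data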;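 also: 0% = DMSO treated cells and 100% = gossypol at 36 µM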
# KKLEB cytotox = CF airway cell cytotoxicity counter-screen; KKLEB CF airway cells viability, ATPlite luminescence, overnight; active compounds read low; cells stimulated with P. aeruginosa culture filtrate; activity change (cytotoxicity), % at 5 µM; 360,000 tested, 0.36% active; AID 602141;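 active = corrected activity change at or below -50% at 5 µM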
# TROY NFkB inh = blocks TROY-dependent signaling in reporter cells; Q293 LMP1-TROYcd NF-kB luciferase reporter, 4 h; inhibition, % at 10 µM; 360,000 tested, 0.98% active;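 active = compounds whose plate-normalised and pattern-corrected inhibition of the luciferase reporter signal at the single screening dose is 50% or more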
# NR5A2 inv ag = suppresses constitutive activity of human LRH-1; O00482; HEK293T StAR-luciferase reporter, LRH-1 transfected, 24 h; inhibition, % at 3.6 µM; 360,000 tested, 0.13% active; AID 602396;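 active = inhibition above the mean inhibition of all tested compounds plus 3 SD, cut at about 73% in these data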;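 also: 0% = DMSO wells and 100% = reporter-only cells lacking LRH-1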
# Target sequence (O00482 whole entry, looked up): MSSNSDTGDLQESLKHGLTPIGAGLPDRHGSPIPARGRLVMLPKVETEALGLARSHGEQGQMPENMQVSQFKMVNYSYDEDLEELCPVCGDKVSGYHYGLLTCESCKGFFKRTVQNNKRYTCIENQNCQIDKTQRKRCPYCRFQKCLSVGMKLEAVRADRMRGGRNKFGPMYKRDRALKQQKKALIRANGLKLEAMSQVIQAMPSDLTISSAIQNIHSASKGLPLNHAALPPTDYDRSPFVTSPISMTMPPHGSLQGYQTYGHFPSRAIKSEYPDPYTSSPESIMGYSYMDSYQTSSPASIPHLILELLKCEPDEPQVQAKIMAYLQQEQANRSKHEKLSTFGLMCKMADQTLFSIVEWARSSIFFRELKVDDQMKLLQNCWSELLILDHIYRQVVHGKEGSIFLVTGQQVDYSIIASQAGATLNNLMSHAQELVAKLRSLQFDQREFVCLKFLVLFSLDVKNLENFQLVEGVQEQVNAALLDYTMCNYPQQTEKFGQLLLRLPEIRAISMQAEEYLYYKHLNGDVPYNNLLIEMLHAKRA
# Shn3 inh set2 = inhibitors of Schnurri-3 3'UTR reporter in osteoblasts | inhibition, % at 12.5 µM | 360,000 tested, 0.52% active | Clone20 osteoblast Shn3 3'UTR firefly luciferase, 24 h;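 active = mean inhibition of at least 75% with every replicate also reaching 75%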;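 also: 0% = median of neutral control wells and 100% = pilot-screen positive control compound; some compounds past the cut are filed as inactive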
# SRC3 inh = human NCOA3 inhibition; inhibition, % at 3.6 µM; HEK293 GAL4-SRC3 luciferase reporter, luminescence; AID 588352; 360,000 tested, 0.17% active;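 active = inhibition above a per-campaign cutoff, the mean of all compounds plus 3 SD, cut at about 60% in these data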;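 also: 0% = DMSO-treated cells and 100% = gossypol-treated cells at 36 µM; higher means less SRC3-driven luciferase light from the GAL4 reporter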
# Starred values were filed as active, the others as inactive; x = not tested or not shown. An excerpt. The share of hits here may be higher or lower than overall.
# Results follow in this order: TRAIL sens C8	COUP-TFII inh	EBV LMP1 NFkB	CF NFkB block	TWEAK Fn14 block	SRC1 inh	KKLEB cytotox	TROY NFkB inh	NR5A2 inv ag	Shn3 inh set2	SRC3 inh
Cc1nccn1-c1c2c(c(C#N)c3nc4ccccc4n13)CCCC2
→ 2	9	-5	-4	1	-2	6	1	-32	8	-7
CCCCCC1CC(=O)NC1(C(=O)OCC)C(=O)OCC (stereo not drawn)
→ -2	0	-1	0	13	2	17	-14	11	3	-8
O=C(CSc1n[nH]c(=O)n1C1CC1)Nc1ccc(Cl)cc1Cl
→ -5	16	1	-13	12	-1	4	-5	1	-5	14
Cc1ccc(NCC(=O)N/N=C\c2ccc[nH]2)cc1
→ 10	-17	x	-8	89*	9	6	69*	2	0	16
CC(C)CC(=O)N1CCC(O)(CS(=O)(=O)Cc2ccccc2Cl)CC1
→ 7	7	4	-1	21	-11	-2	2	20	1	17
CCOc1ccc(C(=O)CCC(=O)NN2CCCCC2)cc1
→ -13	-1	0	7	-22	-6	-4	-11	8	-17	-8
COc1ccc2nc(C3CCCCC3)c3c(c2c1)CCC3
→ 10	-8	0	22	-10	-3	1	-43	-7	-9	-3
O=Cc1cn(-c2ccccc2)nc1-c1ccc(F)cc1
→ 3	-4	-14	-26	9	-20	1	-48	-7	-33	-52
CC(C)c1ccc(C2C(C#N)=C(N)Oc3c2oc(CO)cc3=O)cc1 (stereo not drawn)
→ 5	7	2	-30	-11	1	-15	-10	6	-23	6
Nc1nnnn1/N=C/c1cc([N+](=O)[O-])ccc1O
→ -9	-3	-5	-8	-2	-12	2	-8	-8	6	16
Cc1c(O)ccc(/C=N/Nc2nc(-c3cccnc3)nc3ccccc23)c1O
→ 40	-32	5	61*	-23	-12	-5	-30	6	-40	7
Cc1ccccc1NC(=S)NNC(=O)c1ccncc1
→ -9	2	0	11	3	-10	4	-8	-14	-1	-9
Cc1cc2cc(CN(Cc3cccs3)C(=S)NCC3CCCO3)c(=O)[nH]c2cc1C (stereo not drawn)
→ -5	-6	-2	4	10	-21	6	6	4	36	17
COc1cc(CCC(=O)Nc2cnc3ccccc3c2)cc(OC)c1OC
→ 0	11	10	6	17	-9	-3	8	11	4	9
C=CCOc1cccc(C2C(C(=O)c3ccc(C)o3)=C(O)C(=O)N2Cc2ccncc2)c1 (stereo not drawn)
→ -12	16	-1	-11	7	-7	-2	0	5	0	19
O=S1(=O)CCN2C=Nc3sc4c(c3C2=N1)CCCC4
→ 1	-19	-4	1	-18	7	1	4	-5	-2	-9
O=S(=O)(Cc1ccccc1)C(c1ccccc1)S(=O)(=O)Cc1ccccc1
→ -2	14	-3	-3	-9	-6	5	1	3	8	-1
COC(=O)C1C(c2ccccc2)NC(=O)NC1(O)C(F)(F)Cl (stereo not drawn)
→ -2	-19	10	8	5	-4	0	5	-10	6	3
COc1ccc(C(=O)C2CCN(C(=O)c3ccco3)CC2)cc1
→ -1	-9	-8	14	8	-11	-1	5	0	-19	-7
Cc1ccc(-c2nc(-c3ccncc3)no2)cc1Cl
→ 1	-32	-30	-8	-10	-30	9	-39	-57	-215	-58
Cc1nc2ccccc2nc1OCC(=O)NCC(F)(F)F
→ -6	5	3	4	-2	-6	-23	-5	15	-22	8
Cc1cccc(OCCC(=O)OCc2csc(CC(=O)Nc3ccccc3C)n2)c1
→ -18	-6	-1	-9	1	2	20	9	-4	-42	1
CCOC(=O)Cn1cc(C(=O)C2CC2)c2ccccc21
→ -12	10	3	0	-6	-4	4	2	-7	-4	-14
O=C(NCCCCc1ccccc1)Nc1ccc(F)cc1
→ -1	-9	-5	0	-14	-15	-12	-46	-7	-1	5
O=C(CC1CCCCC1)N1CCN(c2ccccn2)CC1
→ 1	-17	-7	16	-13	2	-3	-11	1	-5	11
O=C1C[C@@H]2c3c(cccc3CN1Cc1ccc(Cl)cc1)C[C@@H](O)[C@H]2O
→ 3	-1	1	16	4	6	-26	0	18	-4	-1
CCOc1ccc(N2C(=O)CN(c3cccc4ccccc34)C2=S)cc1
→ -9	13	-2	5	18	-2	8	11	21	10	1
COc1cnn(-c2cc(Oc3ccc(C)cc3)ncn2)c(=O)c1Cl
→ -10	-6	-3	2	-13	7	-2	0	2	-19	3
CN(CC(=O)O)S(=O)(=O)c1cccs1
→ 5	-3	-11	8	4	9	-5	9	-1	11	-2
O=C(CCCCCNC(=O)N1CCn2c1nc1ccccc12)NCCc1ccccc1
→ 2	-2	-2	7	-3	-37	-2	-4	-28	-11	5

# The final 2 entries of the section before come first, to join the parts:
# Results follow in this order: TRAIL sens C8	COUP-TFII inh	EBV LMP1 NFkB	CF NFkB block	TWEAK Fn14 block	SRC1 inh	KKLEB cytotox	TROY NFkB inh	NR5A2 inv ag	Shn3 inh set2	SRC3 inh
CN(CC(=O)O)S(=O)(=O)c1cccs1
→ 5	-3	-11	8	4	9	-5	9	-1	11	-2
O=C(CCCCCNC(=O)N1CCn2c1nc1ccccc12)NCCc1ccccc1
→ 2	-2	-2	7	-3	-37	-2	-4	-28	-11	5
Cc1ccc(Nc2ccc(C(=O)NC3CCCCC3)cn2)cc1
→ 28	-25	-25	5	-6	-34	-22	-28	-5	-32	-31
Cc1ccc(-c2n[nH]c(=S)n2/N=C/c2ccc(C(=O)O)cc2)cc1
→ 2	-17	8	-1	10	3	-18	11	16	-14	-2
N#CCc1ccc(Oc2ncc(C(F)(F)F)cc2Cl)cc1
→ -1	3	-1	-7	1	-1	4	17	5	6	0
NS(=O)(=O)c1ccc(CCNC(=O)c2ccc3nc4ccc(Cl)cc4c(=O)n3c2)cc1
→ -2	3	-7	-17	-2	-6	3	-26	-12	-2	8
Cn1nnc(NC(=O)c2ccccc2F)n1
→ -8	-8	-8	-4	-13	-14	4	3	-7	-4	5
Cc1noc(C)c1C(=O)Nc1cccnc1
→ -10	12	3	13	-5	-2	6	-1	-8	-8	3
CCOC(=O)c1cc(-c2ccccc2)sc1NC(=O)COC(=O)c1ccc(Cl)c(S(N)(=O)=O)c1
→ 18	x	-2	24	-36	12	-45	-2	-2	-25	-12
Cc1ccc(Cn2c(C)c(C(=O)NCc3ccc(Cl)c(Cl)c3)sc2=O)cc1
→ -1	-6	x	-1	29	14	1	25	6	3	-3
CC(=O)CCc1c(C)c2cc(C)ccc2[nH]c1=O
→ -5	-18	-9	12	-12	-40	3	-27	-42	-32	-43
O=C(COC(=O)c1ccccc1O)Nc1ccc(OC(F)F)cc1
→ -20	-19	-5	14	-23	-19	1	-73	-35	-26	-55
Cc1ccccc1OCC(=O)N/N=C/c1cc2ccccc2nc1Cl
→ 4	24	10	-8	25	-12	-10	18	9	26	5
CCOC(=O)C1=C(C)N=C(SC)N(C)C1c1ccccc1 (stereo not drawn)
→ 1	0	3	-36	3	6	5	9	13	3	1
O=C(c1cc(-c2ccco2)nc2ccccc12)N1CCCC(C(F)(F)F)C1 (stereo not drawn)
→ -7	1	6	14	8	-1	-16	14	-9	-2	-3
Cc1cccc(C(=O)NCCCn2ccnc2)c1C
→ 6	-9	-6	-6	22	-7	2	2	-5	-20	11
COC(=O)c1nn(-c2cccc(C)c2)c2nnc(Cc3ccccc3)c(=O)n12
→ -13	-2	-2	6	-4	2	-9	-14	-9	6	13
Cc1ccc(C2C(C#N)=C(N)N(N(C)C)C3=C2C(=O)CCC3)cc1 (stereo not drawn)
→ -4	17	0	-18	18	-14	10	-3	12	18	15
COc1ccc(CCNC(=O)CN(c2ccc(OC)c(OC)c2)S(C)(=O)=O)cc1
→ -18	14	-1	-7	-2	5	0	1	-3	1	12
CC(NC(=O)CCNS(=O)(=O)c1ccc2c(c1)c(=O)n(C)c(=O)n2C)c1ccccc1 (stereo not drawn)
→ -5	-6	-8	4	5	9	-11	3	5	-5	-11
CCn1c(CC(C)C)n[nH]c1=S
→ -5	-9	-4	4	-15	-14	-15	6	7	11	-10
O=C(N/N=C/C(Cl)=C/c1ccccc1)c1ccncc1
→ 16	-8	-3	10	1	0	3	-11	-12	9	-12
CCOC(=O)CSc1nc2cc(C(=O)NCc3ccco3)ccc2c(=O)n1-c1ccc(F)cc1
→ -1	x	-71	-1	-20	-1	-13	5	15	17	-11
COc1ccc(C(CNC(=O)c2ccc(-c3ccccc3Cl)o2)N2CCCC2)cc1 (stereo not drawn)
→ 33	-11	-37	14	-30	-24	-16	-64	-25	14	-35
O=C(Nc1cccc(C(F)(F)F)c1)C(Sc1ncnc2ccccc12)c1ccccc1 (stereo not drawn)
→ 12	18	-1	32	18	-13	-37	-1	14	-37	-1
COc1ccc(/C=N/NC(=O)c2c(Br)cnn2C)c2ccccc12
→ -11	-10	5	-18	-4	4	4	4	-1	14	6
COc1ccc(N2CC(C(=O)NCCC3=CCCCC3)CC2=O)c(OC)c1 (stereo not drawn)
→ -3	-12	-3	10	11	4	8	-11	17	-3	-13
c1ccc(C2=NOC(c3nnc(-c4ccccc4)o3)C2)cc1 (stereo not drawn)
→ -3	0	3	21	-1	-7	-5	-15	0	-2	-9

# Results in TROY NFkB inh and SRC3 inh (five entries from above):
SMILES | TROY NFkB inh | SRC3 inh
Cc1nccn1-c1c2c(c(C#N)c3nc4ccccc4n13)CCCC2 | 1 | -7
COc1cc(CCC(=O)Nc2cnc3ccccc3c2)cc(OC)c1OC | 8 | 9
CCOC(=O)c1cc(-c2ccccc2)sc1NC(=O)COC(=O)c1ccc(Cl)c(S(N)(=O)=O)c1 | -2 | -12
O=S1(=O)CCN2C=Nc3sc4c(c3C2=N1)CCCC4 | 4 | -9
NS(=O)(=O)c1ccc(CCNC(=O)c2ccc3nc4ccc(Cl)cc4c(=O)n3c2)cc1 | -26 | 8

# Complete entries as entered above. Values in the order: TRAIL sens C8	COUP-TFII inh	EBV LMP1 NFkB	CF NFkB block	TWEAK Fn14 block	SRC1 inh	KKLEB cytotox	TROY NFkB inh	NR5A2 inv ag	Shn3 inh set2	SRC3 inh
# O=C(N/N=C/C(Cl)=C/c1ccccc1)c1ccncc1 across the screens: 16	-8	-3	10	1	0	3	-11	-12	9	-12
# Cc1ccc(Nc2ccc(C(=O)NC3CCCCC3)cn2)cc1 across the screens: 28	-25	-25	5	-6	-34	-22	-28	-5	-32	-31
# Nc1nnnn1/N=C/c1cc([N+](=O)[O-])ccc1O across the screens: -9	-3	-5	-8	-2	-12	2	-8	-8	6	16

# High-throughput results as filed in PubChem.
